Source: PubChem
procasp7 counter – counter-screen for procaspase-3 activators: activators of human procaspase-7; recombinant procaspase-7, Ac-DEVD-pNA absorbance 405 nm; D23A/D198A/D206A triple mutant, cannot self-cleave; scale: DMSO 0, 5 µM enzyme 100; activation, % at 8.5 µM; hit rate 0.093% among 330,000;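 active = percent activation above the screen-wide mean plus 3 SD, cut at about 25% in these data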
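System: Procaspase-7 triple mutant (PC-7 D3A); measure: % activation from two-timepoint absorbance difference, scaled to controls; times: 1 h compound preincubation, 2 h substrate cleavage, 25 °C; also added: Ac-DEVD-pNA substrate, 400 µM as added; measured by: Epi-absorbance of released pNA at 405 nm, two timepoints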
procasp3 activ – activates human procaspase-3; recombinant procaspase-3 D3A, Ac-DEVD-pNA absorbance 405 nm; activation, % at 8.5 µM; hit rate 0.11% among 330,000;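 active = activation above the mean of all tested compounds plus 3 SD, cut at about 21% in these data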;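 also: 0% = DMSO alone and 100% = DMSO wells spiked with extra 5 µM PC-3 D3A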
Target sequence (P42574 whole entry D9A/D28A/D175A): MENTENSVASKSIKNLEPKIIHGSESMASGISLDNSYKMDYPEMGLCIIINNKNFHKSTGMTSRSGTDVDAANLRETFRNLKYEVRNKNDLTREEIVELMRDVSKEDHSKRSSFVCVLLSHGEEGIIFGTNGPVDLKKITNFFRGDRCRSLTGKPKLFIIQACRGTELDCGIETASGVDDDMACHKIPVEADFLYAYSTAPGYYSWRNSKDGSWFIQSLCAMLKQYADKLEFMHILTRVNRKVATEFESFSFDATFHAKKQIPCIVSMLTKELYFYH
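Assay system – Procaspase-3 D3A mutant · Benchmarks – DMSO low control, extra-enzyme high control · Technique – 405 nm absorbance of p-nitroaniline, reads at 0 and 120 min · Doses – 8.5 µM nominal · Measure – % activation between DMSO and enzyme-spiked controls · Also added – Ac-DEVD-pNA chromogenic peptide substrate · Schedule – 1 h compound preincubation, 2 h substrate hydrolysis at 25 °C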
LAP4 TOR yeast – yeast TOR pathway LAP4-GFP modulation. GFP response vs DMSO, % at 10 µM. hit rate 0.34% among 320,000. S. cerevisiae LAP4-GFP multiplex, flow cytometry GFP, 3 h; median GFP as percent of DMSO wells. AID 2023;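 active = GFP response vs DMSO above a set limit, about the screen mean plus 3 SD, cut at about 150% in these data; inconclusive = under 70 cell events counted for the yeast strain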
AGP1-GFP MLPCN – modulators of TOR pathway AGP1-GFP in S. cerevisiae | S. cerevisiae AGP1-GFP multiplex flow cytometry, 3 h; GFP as percent of DMSO wells | GFP response vs DMSO, % at 10 µM | hit rate 0.02% among 320,000;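 active = GFP response relative to DMSO above a set limit, near screen average plus 3 SD, cut at about 150% in these data; inconclusive = fewer than 70 cells counted for the yeast strain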;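 also: median GFP channel fluorescence of the gated AGP1 strain per well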
MEP2-GFP yeast – yeast TOR pathway MEP2-GFP modulation; S. cerevisiae MEP2-GFP strain, flow cytometry GFP, 3 h; 100% = DMSO control level; GFP response vs DMSO, % at 10 µM; hit rate 0.51% among 330,000; AID 2016;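 active = GFP response versus DMSO above a set limit, roughly screen mean plus 3 SD, cut at about 180% in these data; inconclusive = fewer than 70 cells counted for a yeast strain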;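 also: median GFP fluorescence of the barcode-gated MEP2-GFP cells per well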
RPL19A-GFP yeast – yeast TOR pathway RPL19A-GFP modulation; S. cerevisiae RPL19A-GFP strain, flow cytometry, 3 h; active compounds read low; percent response vs DMSO, % at 10 µM; hit rate 0.3% among 330,000; AID 2025;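 active = percent response vs DMSO below 50%; inconclusive = fewer than 70 events counted for the yeast strain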;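 also: median channel GFP fluorescence of the barcoded RPL19A-GFP strain; ratio of sample median GFP to plate DMSO average so 100% = DMSO; lower means less RPL19A-GFP as with rapamycin TOR inhibition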
CIT2 TOR yeast – yeast TOR pathway CIT2-GFP modulation; S. cerevisiae CIT2-GFP strain, flow cytometry, 3 h; 100 means same as DMSO wells; hit rate 0.065% among 320,000; GFP response vs DMSO, % at 10 µM;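 active = GFP response relative to DMSO above a set limit, near the screen mean plus 3 SD, cut at about 150% in these data; inconclusive = Fewer than 70 cells measured for a yeast strain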;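 also: ratio of well median GFP fluorescence to mean of DMSO wells on the plate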
AHR act – activates the human aryl hydrocarbon receptor; activation, % at 5 µM; hit rate 2.5% among 320,000; AHR-responsive luciferase reporter cells, luminescence; in the data active = activation above about 47%;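 also: 0% = vehicle wells and 100% = reference agonist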
Target sequence (P35869 whole entry, looked up): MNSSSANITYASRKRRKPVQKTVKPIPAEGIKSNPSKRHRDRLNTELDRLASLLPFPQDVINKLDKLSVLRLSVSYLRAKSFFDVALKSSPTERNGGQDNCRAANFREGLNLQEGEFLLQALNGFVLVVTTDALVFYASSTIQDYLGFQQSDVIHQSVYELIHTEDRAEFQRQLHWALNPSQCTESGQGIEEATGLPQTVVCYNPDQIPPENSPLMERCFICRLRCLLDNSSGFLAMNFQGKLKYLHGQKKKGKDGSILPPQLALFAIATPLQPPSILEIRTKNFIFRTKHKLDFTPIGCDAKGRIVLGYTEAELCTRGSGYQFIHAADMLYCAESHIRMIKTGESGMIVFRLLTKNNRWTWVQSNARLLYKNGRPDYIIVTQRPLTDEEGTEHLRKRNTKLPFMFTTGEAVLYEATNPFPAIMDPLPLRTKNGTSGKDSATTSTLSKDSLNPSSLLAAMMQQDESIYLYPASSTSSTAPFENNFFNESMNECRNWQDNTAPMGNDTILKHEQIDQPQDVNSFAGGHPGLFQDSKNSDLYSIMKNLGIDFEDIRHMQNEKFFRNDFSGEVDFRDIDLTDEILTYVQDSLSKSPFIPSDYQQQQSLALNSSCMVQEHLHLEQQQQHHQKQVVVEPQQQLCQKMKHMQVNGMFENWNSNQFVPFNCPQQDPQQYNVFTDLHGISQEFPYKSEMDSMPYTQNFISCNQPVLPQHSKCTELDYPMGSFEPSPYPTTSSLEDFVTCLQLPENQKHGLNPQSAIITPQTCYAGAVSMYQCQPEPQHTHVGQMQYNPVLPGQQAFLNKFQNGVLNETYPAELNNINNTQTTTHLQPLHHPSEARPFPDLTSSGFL
* hit, by the source's call.

How did COc1ccccc1/C=[N+](\[O-])C1SC(=S)N(C)C1(C)C (configuration not stated) do in these assays?
procasp7 counter: 1; procasp3 activ: 0; LAP4 TOR yeast: 99; AGP1-GFP MLPCN: 98; MEP2-GFP yeast: 98; RPL19A-GFP yeast: 98; CIT2 TOR yeast: 97; AHR act: -2

What do the screens show for `COc1ccc2c(c1OC)C(=O)N1C2SC[C@H]1C(=O)NC1CCCCC1` (some centres not stated)?
procasp7 counter: 6; procasp3 activ: 3; LAP4 TOR yeast: 107; AGP1-GFP MLPCN: 109; MEP2-GFP yeast: 118; RPL19A-GFP yeast: 103; CIT2 TOR yeast: 110; AHR act: 1

Results for O=C(/C=C/c1ccc(F)cc1)NC(Cc1c[nH]c2ccccc12)C(=O)O (configuration not stated) ?
procasp7 counter: 7; procasp3 activ: 5; LAP4 TOR yeast: 105; AGP1-GFP MLPCN: 101; MEP2-GFP yeast: 97; RPL19A-GFP yeast: 109; CIT2 TOR yeast: 91; AHR act: 2

What do the screens show for `COc1ccc(CN2C(=NC(=O)CCc3ccccc3)SC3CS(=O)(=O)CC32)cc1` (configuration not stated)?
procasp7 counter: 10; procasp3 activ: 0; LAP4 TOR yeast: 97; AGP1-GFP MLPCN: 105; MEP2-GFP yeast: 103; RPL19A-GFP yeast: 103; CIT2 TOR yeast: 101; AHR act: -4

How did O=C(/C=C/c1ccco1)Nc1nc(-c2ccccc2)cs1 do in these assays?
procasp7 counter: -11; procasp3 activ: -18; LAP4 TOR yeast: 95; AGP1-GFP MLPCN: 103; MEP2-GFP yeast: 104; RPL19A-GFP yeast: 103; CIT2 TOR yeast: 106; AHR act: 8

Results for NS(=O)(=O)c1ccc(CNC(=O)c2cc(-c3cccs3)nc3ccccc23)cc1 ?
procasp7 counter: -6; procasp3 activ: -3; LAP4 TOR yeast: 100; AGP1-GFP MLPCN: 94; MEP2-GFP yeast: 100; RPL19A-GFP yeast: 102; CIT2 TOR yeast: 107; AHR act: 8

What do the screens show for `COc1cc(C)nc(-c2csc(C)n2)n1`?
procasp7 counter: 0; procasp3 activ: -3; LAP4 TOR yeast: 101; AGP1-GFP MLPCN: 110; MEP2-GFP yeast: 87; RPL19A-GFP yeast: 94; CIT2 TOR yeast: 111; AHR act: 4

How did CN(C1CCCC1)C1CCN(C(=S)Nc2cc(F)cc(F)c2)CC1 do in these assays?
procasp7 counter: 7; procasp3 activ: 8; LAP4 TOR yeast: 95; AGP1-GFP MLPCN: 105; MEP2-GFP yeast: 107; RPL19A-GFP yeast: 106; CIT2 TOR yeast: 107; AHR act: -2

What do the screens show for `Cc1[nH]c2ccccc2c1C(=O)C(=O)N1CCCc2ccccc21`?
procasp7 counter: -7; procasp3 activ: 0; LAP4 TOR yeast: inconclusive; AGP1-GFP MLPCN: inconclusive; MEP2-GFP yeast: inconclusive; RPL19A-GFP yeast: inconclusive; CIT2 TOR yeast: inconclusive; AHR act: 12

What do the screens show for `COc1ccc(C(CCN2CCCC2)c2c(OC)cc(OC)c3c(-c4ccccc4)cc(=O)oc23)cc1` (configuration not stated)?
procasp7 counter: -5; procasp3 activ: -1; LAP4 TOR yeast: 95; AGP1-GFP MLPCN: 101; MEP2-GFP yeast: 103; RPL19A-GFP yeast: 99; CIT2 TOR yeast: 104; AHR act: 5

What do the screens show for `Cc1c(C2(O)CCCCC2)[nH]c2ncccc12`?
procasp7 counter: 2; procasp3 activ: -3; LAP4 TOR yeast: 95; AGP1-GFP MLPCN: 104; MEP2-GFP yeast: 102; RPL19A-GFP yeast: 107; CIT2 TOR yeast: 104; AHR act: -4

What do the screens show for `CN1C(N)=NC(=O)/C1=C/c1ccc(F)cc1`?
procasp7 counter: 7; procasp3 activ: -15; LAP4 TOR yeast: 112; AGP1-GFP MLPCN: 113; MEP2-GFP yeast: 92; RPL19A-GFP yeast: 99; CIT2 TOR yeast: 111; AHR act: -1

How did Cc1cccnc1NC(=O)Cn1c(=O)oc2ccccc21 do in these assays?
procasp7 counter: 11; procasp3 activ: 1; LAP4 TOR yeast: 90; AGP1-GFP MLPCN: 95; MEP2-GFP yeast: 97; RPL19A-GFP yeast: 97; CIT2 TOR yeast: 92; AHR act: 15

Results for COc1cccc(-c2ccc(C#N)c(SCC(=O)NCCc3cccc(Cl)c3)n2)c1 ?
procasp7 counter: 4; procasp3 activ: 0; LAP4 TOR yeast: 105; AGP1-GFP MLPCN: 112; MEP2-GFP yeast: 107; RPL19A-GFP yeast: 103; CIT2 TOR yeast: 103; AHR act: 8

Results for CCCCCCCCNc1ncnc2ccccc12 ?
procasp7 counter: 3; procasp3 activ: -3; LAP4 TOR yeast: 126; AGP1-GFP MLPCN: 107; MEP2-GFP yeast: 115; RPL19A-GFP yeast: 99; CIT2 TOR yeast: 99; AHR act: -8

How did C=CCC(C#Cc1ccccc1)[N+](C)(C)CC=C (configuration not stated) do in these assays?
procasp7 counter: -6; procasp3 activ: -4; LAP4 TOR yeast: 96; AGP1-GFP MLPCN: 100; MEP2-GFP yeast: 102; RPL19A-GFP yeast: 98; CIT2 TOR yeast: 101; AHR act: -2

How did C=C(C)C(=O)N1CC2(CC(c3cccc(NC(=O)CCCCC)c3)=NO2)C[C@H]1C(N)=O (some centres not stated) do in these assays?
procasp7 counter: -7; procasp3 activ: -6; LAP4 TOR yeast: 126; AGP1-GFP MLPCN: 88; MEP2-GFP yeast: 92; RPL19A-GFP yeast: 103; CIT2 TOR yeast: 100; AHR act: 3

How did CC(C)(C)NC(=O)C(c1ccc(F)cc1)N(Cc1ccco1)C(=O)CCC(=O)Nc1nccs1 (configuration not stated) do in these assays?
procasp7 counter: 6; procasp3 activ: -6; LAP4 TOR yeast: 92; AGP1-GFP MLPCN: 102; MEP2-GFP yeast: 103; RPL19A-GFP yeast: 101; CIT2 TOR yeast: 108; AHR act: -2

Results for COc1ccc(OC)c2sc(NC(=O)CCS(=O)(=O)c3ccccc3)nc12 ?
procasp7 counter: 0; procasp3 activ: -8; LAP4 TOR yeast: 101; AGP1-GFP MLPCN: 92; MEP2-GFP yeast: 98; RPL19A-GFP yeast: 94; CIT2 TOR yeast: 89; AHR act: 115*

Results for COc1ccc(CN(C)C(=O)CC(c2ccccc2)c2ccccc2)cc1 ?
procasp7 counter: -10; procasp3 activ: -3; LAP4 TOR yeast: 89; AGP1-GFP MLPCN: 96; MEP2-GFP yeast: 108; RPL19A-GFP yeast: 105; CIT2 TOR yeast: 94; AHR act: 1

Pulled by compound from the list above, 4 records:
What do the screens show for `CN1C(N)=NC(=O)/C1=C/c1ccc(F)cc1`?
procasp7 counter: 7; procasp3 activ: -15; LAP4 TOR yeast: 112; AGP1-GFP MLPCN: 113; MEP2-GFP yeast: 92; RPL19A-GFP yeast: 99; CIT2 TOR yeast: 111; AHR act: -1

Results for CCCCCCCCNc1ncnc2ccccc12 ?
procasp7 counter: 3; procasp3 activ: -3; LAP4 TOR yeast: 126; AGP1-GFP MLPCN: 107; MEP2-GFP yeast: 115; RPL19A-GFP yeast: 99; CIT2 TOR yeast: 99; AHR act: -8

What do the screens show for `Cc1[nH]c2ccccc2c1C(=O)C(=O)N1CCCc2ccccc21`?
procasp7 counter: -7; procasp3 activ: 0; LAP4 TOR yeast: inconclusive; AGP1-GFP MLPCN: inconclusive; MEP2-GFP yeast: inconclusive; RPL19A-GFP yeast: inconclusive; CIT2 TOR yeast: inconclusive; AHR act: 12

How did C=C(C)C(=O)N1CC2(CC(c3cccc(NC(=O)CCCCC)c3)=NO2)C[C@H]1C(N)=O (some centres not stated) do in these assays?
procasp7 counter: -7; procasp3 activ: -6; LAP4 TOR yeast: 126; AGP1-GFP MLPCN: 88; MEP2-GFP yeast: 92; RPL19A-GFP yeast: 103; CIT2 TOR yeast: 100; AHR act: 3

(next part)
What do the screens show for `COC(=O)c1cccc(NS(C)(=O)=O)c1`?
procasp7 counter: 13; procasp3 activ: -1; LAP4 TOR yeast: 107; AGP1-GFP MLPCN: 104; MEP2-GFP yeast: 97; RPL19A-GFP yeast: 92; CIT2 TOR yeast: 92; AHR act: 3

How did CSC(=Nc1ccccc1)C1=C(O)COC1=O do in these assays?
procasp7 counter: -8; procasp3 activ: 6; LAP4 TOR yeast: 85; AGP1-GFP MLPCN: 90; MEP2-GFP yeast: 90; RPL19A-GFP yeast: 89; CIT2 TOR yeast: 98; AHR act: 6

Results for Clc1ccccc1Cn1nnc2c(NCCN3CCOCC3)ncnc21 ?
procasp7 counter: 5; procasp3 activ: 1; LAP4 TOR yeast: 113; AGP1-GFP MLPCN: 105; MEP2-GFP yeast: 106; RPL19A-GFP yeast: 106; CIT2 TOR yeast: 106; AHR act: 0

What do the screens show for `CCN1CCN(C(=S)c2ccc(OCC(=O)N3CCOCC3)cc2)CC1`?
procasp7 counter: 4; procasp3 activ: -16; LAP4 TOR yeast: 100; AGP1-GFP MLPCN: 114; MEP2-GFP yeast: 118; RPL19A-GFP yeast: 103; CIT2 TOR yeast: 113; AHR act: -6

Results for COc1ccc(CC(=O)N2CCCC(CNC(=O)c3ccccc3Cl)C2)cc1 (configuration not stated) ?
procasp7 counter: 5; procasp3 activ: 3; LAP4 TOR yeast: 96; AGP1-GFP MLPCN: 102; MEP2-GFP yeast: 102; RPL19A-GFP yeast: 108; CIT2 TOR yeast: 105; AHR act: 3

What do the screens show for `CCSc1nnc(NC(=O)CSc2nnc(-c3c[nH]c4ccccc34)n2CC)s1`?
procasp7 counter: -11; procasp3 activ: 5; LAP4 TOR yeast: 116; AGP1-GFP MLPCN: 105; MEP2-GFP yeast: 97; RPL19A-GFP yeast: 100; CIT2 TOR yeast: 109; AHR act: 5

What do the screens show for `O=C(O)C1C(c2ccccc2)C(C(=O)OCc2ccco2)C1c1ccccc1` (configuration not stated)?
procasp7 counter: -4; procasp3 activ: 6; LAP4 TOR yeast: 92; AGP1-GFP MLPCN: 83; MEP2-GFP yeast: 89; RPL19A-GFP yeast: 91; CIT2 TOR yeast: 83; AHR act: -1

How did COc1ccc(-c2c(C#N)c(N)n(N)c(=O)c2C#N)cc1Cl do in these assays?
procasp7 counter: 2; procasp3 activ: -2; LAP4 TOR yeast: 86; AGP1-GFP MLPCN: 90; MEP2-GFP yeast: 92; RPL19A-GFP yeast: 94; CIT2 TOR yeast: 100; AHR act: 0

How did O=C1NC(=O)C2(CCCCCCCCCCC2)N1 do in these assays?
procasp7 counter: 12; procasp3 activ: 3; LAP4 TOR yeast: 92; AGP1-GFP MLPCN: 101; MEP2-GFP yeast: 105; RPL19A-GFP yeast: 105; CIT2 TOR yeast: 104; AHR act: 0

How did Nc1nnc(-c2ccccc2[N+](=O)[O-])o1 do in these assays?
procasp7 counter: 7; procasp3 activ: 0; LAP4 TOR yeast: 98; AGP1-GFP MLPCN: 105; MEP2-GFP yeast: 106; RPL19A-GFP yeast: 100; CIT2 TOR yeast: 100; AHR act: -2

Results for COc1ccc(CN(C(=O)c2nsc(Cl)c2Cl)C(C(=O)NC2CCCC2)c2ccc(OC)cc2)cc1 (configuration not stated) ?
procasp7 counter: -2; procasp3 activ: 2; LAP4 TOR yeast: 98; AGP1-GFP MLPCN: 103; MEP2-GFP yeast: 105; RPL19A-GFP yeast: 105; CIT2 TOR yeast: 101; AHR act: 1
